KB-V1 cytotox: KB-V1 MDR subline cytotoxicity; KB-V1 MDR cells viability, CellTiter-Glo, 72 h; Potency, µM (titrated, usually from 46.1 µM), without a hit: at the highest dose activity change, negative = cytotoxicity, most hits filed as cytotoxic; 3.4% of 400,000 active; AID 1347076; also: % is scaled to controls: 0 for no effect and ±100 for the full control effect; nearly all actives have a fitted effect of over 60% in size
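Compound-treated KB-V1 multidrug-resistant cells, 72 h, 37 degrees C; viability by CellTiter-Glo. Fitted qHTS curves give the values.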
KB-3-1 cytotox: kills parental KB-3-1 adenocarcinoma cells; KB-3-1 viability, CellTiter-Glo ATP luminescence, 72 h; Potency, µM (series often up to 46.1 µM), for the others: at the highest dose activity change, negative = cytotoxic, hits mostly cytotoxic; 1.4% of 400,000 active; also: % is scaled to controls: 0 for no effect and ±100 for the full control effect; nearly all actives have a fitted effect of over 60% in size
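Multi-concentration cytotoxicity screen in KB-3-1 cells grown in DMEM lacking phenol red with 10% FBS. After 72 h at 37 °C with compound, ATP-dependent luminescence was recorded.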
HT1080 IDH1KD tx: HT-1080 IDH1 knockdown cell toxicity (counter line); HT-1080 IDH1 knockdown viability, ATP luminescence, 48 h; Potency, µM (highest dose often 46.1 µM), for inactives: at the top dose activity, negative = toxicity, actives largely listed as cytotoxic; 2% of 360,000 active;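 also: 0% = DMSO wells and -100% = cell-free medium wells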
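Assay cells: HT-1080 with IDH1 knockdown, 750 per well, RPMI/5% FBS. Exposure: 48 h at 37 °C following 2 h pre-incubation. Read: CellTiter-Glo luminescence; fitted concentration-response, curve class assigned.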
SW480 rerep: inducers of DNA re-replication in SW480 colon cancer cells. Potency, µM (top dose mostly 46.1 µM), inactives show top-dose re-replication activation, actives largely listed as activators. SW480 DNA re-replication, Hoechst DNA content imaging, 48 h. AID 624297. 1.8% of 340,000 active; also: % of control where 0% means no effect; nearly all actives have a fitted effect of over 55% in size
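250 cells/well; 23 nL cpd via pin tool; 48 hr, 37 C, 5% CO2; Hoechst 40 min; imager read of total nuclear intensity, ex 405/em 500-530 nm.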
TDP-43 yeast inh: rescues yeast growth from TDP-43 toxicity; Potency, µM (top dose mostly 46.1 µM), without a hit: top-dose growth rescue (activation), actives largely listed as activators; TDP-43 expressing yeast growth rescue, BacTiter-Glo, 24 h; AID 652104; 1.8% of 410,000 active; also: % of control where 0% means no effect; nearly all actives have a fitted effect of over 50% in size
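Yeast cells expressing TDP-43 under galactose induction are exposed to compounds for 24 hr at 30 deg C. BacTiter-Glo luminescence measures growth, so protective compounds score as activators.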
GLP-1R inv ag: GLP-1 receptor (human) inverse agonism | P43220 | HEK293 GLP-1R CRE-luciferase, luminescence, 24 h; GLP-1R form is constitutively active | Potency, µM (titrated, usually from 38.3 µM), for the others: top-dose activity change, negative = inhibition, actives largely listed as inhibitors | 1.6% of 410,000 active | AID 624417; also: % is scaled to controls: 0 for no effect and ±100 for the full control effect; nearly all actives have a fitted effect of over 55% in size
Target sequence (P43220 whole entry, looked up): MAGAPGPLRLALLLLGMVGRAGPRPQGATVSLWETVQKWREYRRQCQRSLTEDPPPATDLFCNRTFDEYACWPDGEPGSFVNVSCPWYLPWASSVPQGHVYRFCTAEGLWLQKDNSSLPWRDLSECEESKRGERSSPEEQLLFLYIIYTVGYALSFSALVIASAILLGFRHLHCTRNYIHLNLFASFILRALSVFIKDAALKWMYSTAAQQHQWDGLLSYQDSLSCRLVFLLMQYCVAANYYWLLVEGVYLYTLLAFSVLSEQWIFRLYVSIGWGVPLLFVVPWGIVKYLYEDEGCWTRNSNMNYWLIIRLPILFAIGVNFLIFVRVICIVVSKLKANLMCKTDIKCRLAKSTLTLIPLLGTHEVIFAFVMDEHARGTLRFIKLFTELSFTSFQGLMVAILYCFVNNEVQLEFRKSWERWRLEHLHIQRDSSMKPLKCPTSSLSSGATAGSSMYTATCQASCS
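Seeding at 200 cells/uL, 12 h culture, 24 hr compound treatment, then luciferase reagent and a luminescence read; cells are HEK293 stably expressing a constitutively active GLP-1R plus cAMP-responsive luciferase.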
HT1080NT lethal: kills 2HG-producing HT-1080-NT fibrosarcoma cells. HT-1080-NT fibrosarcoma viability, CellTiter-Glo ATP luminescence, 48 h. Potency, µM (doses to about 46.1 µM), without a hit: at the highest dose activity, negative = less viability, most hits filed as cytotoxic. 1.6% of 360,000 active. AID 686970;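 also: NT is the 2HG producing partner of a matched IDH1 knockdown line; 0% = DMSO-treated cells and -100% = media-only wells without cells; nearly all actives have a fitted effect of over 55% in size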
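Fibrosarcoma NT cells, 750 per well in 5% FBS RPMI, were exposed to compound for 48 hours. Viability: CellTiter-Glo luminescence.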
GLP1R ag: agonists of human GLP-1 receptor. P43220. HEK293 GLP-1R CRE-luciferase, luminescence, 4-6 h; cells express a hypersensitive GLP-1R form. Potency, µM (doses to about 45.6 µM), for inactives: at the top dose activation, most hits filed as activators. 0.007% of 380,000 active; also: % of control where 0% means no effect
GLP1R cytotox: cytotoxic in the GLP-1 receptor inverse agonist counter-screen | 0.13% of 410,000 active | HEK293 cAMP-luciferase reporter cells, luminescence, 24 h | Potency, µM (top dose mostly 38.3 µM), inactives show top-dose activity change, negative = inhibition, usual class: inhibitors;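 also: loss of luciferase light is scored as toxicity; % is scaled to controls: 0 for no effect and ±100 for the full control effect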
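Step one: seed cells (200 cells/uL, DMEM with 10% Nu serum, 1% pen-strep). Step two: 12-hour incubation at 37 deg C. Step three: pin 23 nL compound, incubate 24 hr. Step four: add luciferase reagent, read luminescence 12 min later.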
Numbers without * were called inactive; ? = inconclusive; · = no result given; [ ] = another dose, or the depositor's remark. Calls follow the shape of the dose curve; as a rule, active = well fitted curve in the direction sought with a large enough effect; inconclusive = small, poorly fitted or top-dose-only effect, or another doubt; inactive = no such curve, though single readings can be large; an effect the other way counts as inactive or inconclusive. Potency is read from the fitted curve at half-maximal effect.

SMILES	KB-V1 cytotox	KB-3-1 cytotox	HT1080 IDH1KD tx	SW480 rerep	TDP-43 yeast inh	GLP-1R inv ag	HT1080NT lethal	GLP1R ag	GLP1R cytotox
CC(=O)NC1=NN(C(C)=O)C(c2ccc(C(C)C)cc2)S1 (stereo not given)	-10%	12%	-1%	-15%	9%	-15%	4%	13%	6%
COc1ccccc1CNS(=O)(=O)c1c(C)[nH]c(C)c1C(=O)N1CCCCC1	-5%	5%	-1%	3%	-6%	11%	2%	0%	-4%
Cc1ccc(NC(=O)CN2C(=O)NC3(CCCC3)C2=O)c(Cl)c1	-17%	9%	8%	0%	-16%	2%	18%	1%	4%
CCCCNC(=S)N/N=C/c1cccc(OCC)c1O	-12%	0%	9%	-7%	0%	?	29%	12%	?
CCOC(=O)CON1C(=O)C(C)(C)N(OCC(=O)OCC)C(=O)C1(C)C	1%	0%	13%	13%	1%	19%	14%	-14%	2%
CCCN(CCC)Cc1cc2ccccc2c2c1COC2	0%	0%	-9%	1%	21%	-24%	-4%	5%	2%
CN(C)/C=C(/C(=O)c1ccccc1Cl)S(C)(=O)=O	0%	?	-2%	-24%	-12%	19%	3%	-1%	21%
Cc1ccc(N(CC(=O)N2CCOCC2)S(C)(=O)=O)cc1Cl	-3%	17%	8%	-14%	18%	1%	9%	4%	-13%
CC(C)c1ccc(NC(=O)c2csnn2)cc1	3%	?	5%	0%	7%	-26%	2%	-11%	-13%
CC1CN(c2nnc(-c3ccccc3)c3ccccc23)CC(C)O1 (stereo not given)	-5%	-28%	-30%	1%	-23%[9.22 µM]	2%[7.66 µM]	-12%	16%	1%[7.66 µM]

Of the compounds above, these have nitrogen in an aromatic ring:
SMILES	KB-V1 cytotox	KB-3-1 cytotox	HT1080 IDH1KD tx	SW480 rerep	TDP-43 yeast inh	GLP-1R inv ag	HT1080NT lethal	GLP1R ag	GLP1R cytotox
COc1ccccc1CNS(=O)(=O)c1c(C)[nH]c(C)c1C(=O)N1CCCCC1	-5%	5%	-1%	3%	-6%	11%	2%	0%	-4%
CC(C)c1ccc(NC(=O)c2csnn2)cc1	3%	?	5%	0%	7%	-26%	2%	-11%	-13%
CC1CN(c2nnc(-c3ccccc3)c3ccccc23)CC(C)O1 (stereo not given)	-5%	-28%	-30%	1%	-23%[9.22 µM]	2%[7.66 µM]	-12%	16%	1%[7.66 µM]

Sorted by formula weight (rising): some entries from above
SMILES	KB-V1 cytotox	KB-3-1 cytotox	HT1080 IDH1KD tx	SW480 rerep	TDP-43 yeast inh	GLP-1R inv ag	HT1080NT lethal	GLP1R ag	GLP1R cytotox
CN(C)/C=C(/C(=O)c1ccccc1Cl)S(C)(=O)=O	0%	?	-2%	-24%	-12%	19%	3%	-1%	21%
CCCCNC(=S)N/N=C/c1cccc(OCC)c1O	-12%	0%	9%	-7%	0%	?	29%	12%	?
CCOC(=O)CON1C(=O)C(C)(C)N(OCC(=O)OCC)C(=O)C1(C)C	1%	0%	13%	13%	1%	19%	14%	-14%	2%

The list continues:
SMILES	KB-V1 cytotox	KB-3-1 cytotox	HT1080 IDH1KD tx	SW480 rerep	TDP-43 yeast inh	GLP-1R inv ag	HT1080NT lethal	GLP1R ag	GLP1R cytotox
CC1CCc2c(sc(NC(=O)Cn3nc(C(=O)O)c4ccccc4c3=O)c2C#N)C1 (stereo not given)	3%	7%	8%	-5%	17%	-7%	8%	3%	-23%
O=C(NCC1CCCO1)c1sc(=S)n2c1[nH]c(=O)c1ccc(C(=O)N3CCCCC3)cc12 (stereo not given)	-9%	-2%	-9%	-2%	8%	39%[activator]	-20%	11%	-18%
O=C(Nc1cc2c3c(c1)CC(=O)N3CCC2)C1CC1	0%	14%	5%	-18%	-6%	39%[activator]	11%	14%	-6%
O=C(c1cc(-c2ccco2)nc2ccccc12)N1CCN(c2ccc(F)cc2)CC1	-3%	-16%	1%	2%	19%	?	-4%	2%	-16%
O=Cc1ccccc1OCCN1CCCC1=O	-13%	-10%	0%	-31%	-3%	15%	-2%	9%	6%
CC(=O)C1=C(O)C(=O)N(Cc2ccco2)C1c1ccc(F)cc1 (stereo not given)	11%	3%	3%	-6%	-11%	-9%	0%	-6%	-2%
CN(C)C(CNC(=O)CCNC(=O)c1ccccc1Cl)c1ccco1 (stereo not given)	66%	14%	1%	0%	12%	-1%	3%	-7%	1%
CCOC(=O)C(=O)N=Nc1c(O)n(C)c2ccccc12	8%	1%	9%	-20%	-7%	13%	9%	-4%	-4%
CC(C)n1ncc2c(C(=O)NCCOc3ccccc3F)cc(C3CC3)nc21	?	-1%	-8%	-1%	12%	?	-3%	23%	-11%
Cc1ccc(S(=O)(=O)C(C#N)=C2N(C)c3ccccc3N2C)cc1	?	-10%	16%	0%	6%	4%	1%	4%	14%

Some entries already given, showing only GLP1R ag and HT1080NT lethal.
mol | GLP1R ag | HT1080NT lethal
O=C(Nc1cc2c3c(c1)CC(=O)N3CCC2)C1CC1 | 14% | 11%
CC(=O)C1=C(O)C(=O)N(Cc2ccco2)C1c1ccc(F)cc1 (stereo not given) | -6% | 0%
O=C(NCC1CCCO1)c1sc(=S)n2c1[nH]c(=O)c1ccc(C(=O)N3CCCCC3)cc12 (stereo not given) | 11% | -20%
Cc1ccc(S(=O)(=O)C(C#N)=C2N(C)c3ccccc3N2C)cc1 | 4% | 1%
O=Cc1ccccc1OCCN1CCCC1=O | 9% | -2%
O=C(c1cc(-c2ccco2)nc2ccccc12)N1CCN(c2ccc(F)cc2)CC1 | 2% | -4%
CC(C)n1ncc2c(C(=O)NCCOc3ccccc3F)cc(C3CC3)nc21 | 23% | -3%

Going on with the list.
SMILES	KB-V1 cytotox	KB-3-1 cytotox	HT1080 IDH1KD tx	SW480 rerep	TDP-43 yeast inh	GLP-1R inv ag	HT1080NT lethal	GLP1R ag	GLP1R cytotox
CCc1ccc(NC(=O)CNC(=O)[C@@H]2Cc3ccccc3CN2C(=O)OC(C)(C)C)cc1	11%	2%	0%	-7%	21%	?	1%	6%	-4%
CC(C)Oc1ccc(CNC(=O)C2CCN(c3nc4ccccc4nc3C(F)(F)F)CC2)cc1	?	?	·	·	1%	?	·	·	-6%
COc1ccc(-c2c(C(C)=O)c(C)nc3sc4c(c23)NC(c2ccccc2)NC4=O)cc1 (stereo not given)	10%	24%	6%	16%[9.22 µM]	0%	30%[activator]	3%	-1%	16%
CNC(=O)C1(C(F)(F)F)C/C(=C\CCO)CCCO1 (stereo not given)	15%	9%	11%	?	9%	8%	2%	5%	-2%
Cc1ccc(NC2(c3ccccc3)C(=O)c3ccccc3C2=O)cc1F	-10%	-3%	·	·	27%	-30%	·	·	-10%
CCOc1ccc2c(C)c(Cl)c(=O)oc2c1	-5%	-19%	-3%	-3%	30%	52%[activator]	-1%	15%	9%
COCCN(Cc1ccco1)C(=O)Cn1ncc2c([nH]c3ccccc32)c1=O	-9%	0%	·	·	13%	-6%	·	·	-12%
COc1ccc(Cn2c(SCc3ccc(C(=O)NC4CCCCC4)cc3)nc3cccnc32)cc1	?	-11%	·	·	-27%	2%	·	·	-10%
CCCN(C(=O)CSc1cc(-c2ccccc2)c2ccc(OC)cc2n1)C1CCS(=O)(=O)C1 (stereo not given)	?	11%	-15%	·	11%	-40%	-4%	17%	-1%
COc1ncnc2c1ncn2CCCNCC(C)c1ccccc1 (stereo not given)	-25%	9%	-1%	·	0%	32%	8%	1%	16%
Cc1ccc(S(=O)(=O)NCCNc2ccccc2[N+](=O)[O-])cc1	?	-10%	-7%	-4%	20%	1%	-4%	2%	3%
Oc1cc2c(cc1C(c1ccc(Br)cc1)N1CCCC1)OCO2 (stereo not given)	2%	11%	?	?	19%	-19%	?	14%	9%
CCOc1ccc(NC(=S)N(CCN2CCOCC2)Cc2cc3cc4c(cc3[nH]c2=O)OCO4)cc1	-1%	3%	6%	-38%[inhibitor]	6%	1%	6%	2%	-26%
Cc1cc(F)ccc1S(=O)(=O)Nc1ccc(C(=O)N2CCCCCC2)cc1	-5%	-4%	1%	-14%	9%	?	-9%	15%	-12%
COc1cc(NC(=O)CSc2nnc(-c3ccncc3)n2C2CCCCC2)ccc1NC(=O)c1ccco1	4%	3%	9%	-1%	-7%	-1%	4%	-1%	-27%
Cc1ccc(CNS(=O)(=O)c2c(C(=O)N3CCCCC3)c(C)n(C)c2C)cc1	1%	-1%	4%	6%	4%	8%	8%	2%	-10%
CCC(=O)OC1CC(C)N(C(=O)c2ccccc2)c2ccc(C)cc21 (stereo not given)	-17%	10%	-2%	-7%[9.22 µM]	-14%	?	-1%	-1%	-13%
Cc1ccc(C)c(NC(=O)Cc2ccc(S(=O)(=O)N3CCCCC3)s2)c1	?	-4%	2%	-6%	9%	?	0%	-7%	3%
COc1ccccc1C(=O)Nc1ccnn1C1CCN(C)CC1	21%	10%	10%	23%	5%	8%	-3%	3%	-9%
O=c1cc(-c2ccsc2)oc2cc(-c3ccc4c(c3)OCO4)ccc12	-7%	10%	14%	0%	22%	13%	9%	0%	0%
OCCCNc1ncnc2sc(-c3ccccc3)cc12	-24%	-5%	?	?	-16%[9.22 µM]	-19%[7.66 µM]	-4%	9%	-1%[7.66 µM]
O=C1N=C2N(CCN3CCCCC3)c3ccccc3N2/C1=C\c1ccc([N+](=O)[O-])s1	4%	4%	5%	?	-1%	7%	5%	-1%	-2%
Cc1ccc(OCC(=O)N(Cc2ccco2)C2CCS(=O)(=O)C2)cc1C (stereo not given)	24%	23%	1%	-4%	2%	-16%	-1%	-4%	-3%
Cc1cc(NC(=O)CSc2nnc(Cc3ccccc3)o2)no1	6%	-7%	24%	-8%	9%	-3%	15%	15%	?
COc1ccc(CNC(=O)c2ccc3ccccc3n2)cc1OC	7.3µM*	?	-10%	-10%	17%	60%[activator]	?	25%	11%
CCN(c1ccccc1)c1nnc(NC(=O)Nc2ccc(C)cc2)s1	6%	22%	·	·	18%	10%	·	·	0%
CCCCC(=O)Nc1cc([N+](=O)[O-])ccc1F	-2%	0%	-18%	27%	26%	3%	3%	5%	2%

Source: PubChem BioAssay
